Screening results as filed in PubChem.
miR122 inh = miR-122 inhibition in Huh7 cells | activation (reporter increase), % at 12.5 µM | AID 602342 | 0.3% of 340,000 active | Huh7 miR-122 Renilla luciferase sensor, 48 h; neutral wells = 0, positive control = 100;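 active = mean replicate activation score at least 90 and every replicate individually at or above 90; inconclusive = only one of the two criteria met; inactive = neither criterion met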;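 also: higher luciferase means less miR-122 activity so hits act as miR-122 inhibitors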
ARNT TACC3 PPI = disrupts binding between human ARNT and TACC3; Q9Y6A5; AlphaScreen His-ARNT PAS-B/GST-TACC3 binding, luminescence; TACC3 fragment carries E629A point mutation; inhibition, % at 9.99 µM; 0.66% of 390,000 active; AID 623870;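 active = mean inhibition of replicates at least 50% and at least half of replicates each reaching 50%; inconclusive = half or more replicates reach 50% but mean below 50%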;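 also: 0% = complete ARNT plus TACC3 wells and 100% = ARNT alone without TACC3; many hits fall short of the cut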
Cneo AK release = Cryptococcus neoformans lysis via adenylate kinase release; C. neoformans lysis, adenylate kinase release luminescence, 4 h; normalised: neutral wells 0, clomiphene wells 100; AID 651654; 0.2% of 360,000 active; lysis activity, % at 15 µM;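 active = mean lysis activity across replicates of at least 80%, whatever share of replicates individually reach that level; inactive = mean lysis activity below 80%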
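Material – Cryptococcus neoformans yeast cells · Quantity – 5 × 10^6 yeast cells/mL · Buffer or medium – YPD medium · Compound – single dose · Timing – 4 h static compound exposure, 37 °C, read 1 h post-reagent · Signal – adenylate kinase release luminescence · Read-out basis – lysis from increased AK signal · Benchmarks – Clomiphene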
SIRT5 block = inhibitors of human sirtuin-5 desuccinylase. 1.1% of 330,000 active. Purified SirT5, succinyl-peptide AMC, trypsin-coupled fluorescence. inhibition, % at 15 µM. AID 652115; in the data active = inhibition above about 15%; inconclusive = no clear call, values can overlap the other calls
Target sequence (Q9NXA8 whole entry, looked up): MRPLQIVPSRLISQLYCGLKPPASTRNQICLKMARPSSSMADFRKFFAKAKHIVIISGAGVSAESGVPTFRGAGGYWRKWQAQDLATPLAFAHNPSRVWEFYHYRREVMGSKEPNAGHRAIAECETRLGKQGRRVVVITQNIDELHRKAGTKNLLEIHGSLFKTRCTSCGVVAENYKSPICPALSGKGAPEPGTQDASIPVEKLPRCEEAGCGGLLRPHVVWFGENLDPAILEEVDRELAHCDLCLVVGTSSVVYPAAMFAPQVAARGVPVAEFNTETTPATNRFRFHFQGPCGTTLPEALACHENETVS
C2C12 statin = suppressors of simvastatin-induced myotoxicity in C2C12 myotubes | ATP luminescence, 48 h; scaled: DMSO 0, geranylgeraniol control 100 | rescue of ATP level, % at 7.49 µM | 0.78% of 330,000 active;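 active = mean ATP rescue above about 67%, or every replicate alone reaching that limit, limit read from the data, passing the limit was not always enough; inconclusive = no clear call, values can overlap the other calls; inactive = mean under the limit and some replicate under it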;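 also: myotubes were challenged with 10 µM simvastatin during compound exposure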
ERp5 block = ERp5 (human) disulfide isomerase inhibition; Q15084; 0.05% of 350,000 active; inhibition, % at 9.99 µM; ERp5 insulin aggregation, absorbance 650 nm, 90 min;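 active = mean replicate inhibition above about 25%, with every replicate also reaching it, limit read from the data, passing the limit was not always enough; inconclusive = only one of those two criteria met; inactive = neither criterion met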
Target sequence (Q15084 whole entry, looked up): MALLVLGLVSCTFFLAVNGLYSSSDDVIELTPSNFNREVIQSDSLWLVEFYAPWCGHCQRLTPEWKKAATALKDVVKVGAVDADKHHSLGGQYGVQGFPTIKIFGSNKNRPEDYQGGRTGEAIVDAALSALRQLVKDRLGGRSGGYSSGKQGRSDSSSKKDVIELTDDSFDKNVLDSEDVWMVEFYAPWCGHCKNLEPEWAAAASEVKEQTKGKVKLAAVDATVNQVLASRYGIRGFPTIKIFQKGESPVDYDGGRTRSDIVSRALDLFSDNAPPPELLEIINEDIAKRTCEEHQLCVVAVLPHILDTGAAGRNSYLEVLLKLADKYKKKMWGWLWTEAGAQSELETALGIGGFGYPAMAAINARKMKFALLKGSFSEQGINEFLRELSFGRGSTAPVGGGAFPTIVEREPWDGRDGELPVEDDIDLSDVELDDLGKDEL
esBAF inh = inhibitors of esBAF chromatin remodeling in mouse ES cells. Bmi1-luciferase knock-in reporter, 24 h; 100% = twice the neutral-well signal. reporter increase, % at 12.5 µM. 2% of 350,000 active. AID 602393; in the data active = activation above about 40%; inconclusive = no clear call, values can overlap the other calls;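 also: 0% = median of the plate's neutral control wells and 100% = double that signal; a rise in the Bmi1 reporter signal indicates esBAF inhibition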
An asterisk follows results filed as active; ? = inconclusive; · = not tested or not shown; & = joins results of further samples; [ ] = dose if it differs, or a comment. Rows are unselected. Share with any hit: about 4%.

SMILES	miR122 inh	ARNT TACC3 PPI	Cneo AK release	SIRT5 block	C2C12 statin	ERp5 block	esBAF inh
CCC(C)C(NC(=O)c1ccc(Cl)cc1)C(=O)Nc1cccnc1 (stereo not drawn)	-1.1	-15.5	0.5	0.1	2.7	-2.2	-5.6
COc1cccc(C(=O)Nc2nc(-c3ccccc3)c(-c3ccccc3)o2)c1	·	5.1	·	0.5	·	10.4	·
CC(C)CC1(C)NC(=O)N(CC(=O)Nc2cccc(S(=O)(=O)N(C)c3ccccc3)c2)C1=O (stereo not drawn)	7.9	-8.7	·	2.3	5.7	-5.2	-5.8
CCOC(=O)C1CCCN(C(=O)c2ccc(Cl)c(S(=O)(=O)N3CCCCCC3)c2)C1 (stereo not drawn)	-4.2	-8.0	·	-5.9	-3.9	1.3	1.4
S=C1NCC(c2ccccc2)S1 (stereo not drawn)	-3.8	0.3	1.7	·	-6.7	-4.4	-8.2
Cc1cccc(C)c1OCCOCCN1CCN(C)CC1	18.4&15.9	-21.0&6.4	1.4	2.5	-1.8	7.6	-0.2
CN(CC(=O)Nc1ccc(Cl)cc1)C(=O)CCC1CCCC1	-2.1	·	0.5	-0.2	·	1.6	·
COc1ccc(N2C(=O)c3ccccc3NC2c2ccccc2O)cc1 (stereo not drawn)	-5.2	-3.8	-4.8	-2.2	-6.1	-1.5	15.6
CC(C)C(NC(=O)c1ccccc1F)C(=O)NCc1ccccc1 (stereo not drawn)	1.8	-1.0	-1.2	0.4	-1.1	2.4	-9.1
CCCN=C1N(C)C[C@@H]2[C@@H]3C(=O)N(Cc4ccccc4)C(=O)[C@@H]3[C@](Cc3ccccc3)(C(=O)OC)N12	-0.2	-4.7	5.6	-3.0	-1.8	-0.5	-1.6
COc1cc(/C=N/Nc2nc(N3CCCC3)nc(N3CCCC3)n2)ccc1O	-31.0	16.8	2.4	·	4.4	·	0.6
Cc1ccc(S(=O)(=O)N(C)C[C@@H]2Oc3cc(-c4cccc(F)c4)ccc3S(=O)(=O)N([C@H](C)CO)C[C@H]2C)cc1	-7.3[16.7 µM]	-2.0	-5.2	?	-126.1	-1.0	19.4
Cc1occc1C(=O)N/N=C/c1ccc[nH]1	17.4	-5.9	1.7	0.7	·	1.4	·
CCc1c(C)nc2nc(SCc3ccccc3)[nH]n2c1=O	0.6	0.1	-1.6	-1.3	1.6	1.6	-8.0
Cc1cc2nc(-c3ccc(SCc4ccccc4C#N)nc3)[nH]c2cc1C	-11.0	-5.7	0.9	-5.5	-49.2	-8.9	18.8
O=C(Nc1cccc(F)c1)N[C@@H]1CC[C@H](CCNS(=O)(=O)c2cccc(Cl)c2)O[C@H]1CO	·	1.2	-0.3	-0.4	-12.3	-2.1	-0.7
O=C(c1cccs1)N1C[C@@H](n2cc(C3CC3)nn2)[C@H](O)C[C@@H]1c1ccccc1	-0.1	·	4.4	·	1.1	-1.5	-5.0
COC(=O)C1=C(C)N(Cc2ccccc2)C(=S)N[C@H]1c1ccc(Br)cc1	1.9	6.5	11.0	·	-1.9	3.7	3.2
CCN(C(=O)C1CCN(c2nc(-c3ccc(OC)cc3)no2)CC1)c1ccccc1	·	-1.2	-4.9	-0.2	-10.7	-18.3	8.4
C[C@H]1CN([C@@H](C)CO)C(=O)Cc2cc(NC(=O)Cc3ccccc3)ccc2O[C@@H]1CN(C)Cc1ccc(-c2ccccc2)cc1	2.2[16.7 µM]	6.9	-2.6	0.8	45.9	-0.8	-3.5
CNc1cncc(-c2cnn(CC(C)C)c2)n1	-10.2	·	-2.3	-45.7	4.1	1.4	43.3*
CSC(=NC#N)N1CCN(c2ccccn2)CC1	·	-6.3	·	-3.5	·	-6.4	·
C=Cn1cc(CNC[C@H]2O[C@@H](n3ccc(N)nc3=O)[C@H](O)[C@@H]2O)c(C)n1	-4.4	·	-0.2	-7.7	-0.6	-8.6	1.3
COc1ccc(-c2csc(NC(=O)CN3C(=O)C4CC=CCC4C3=O)n2)cc1OC (stereo not drawn)	·	4.6	0.1	2.3	-2.3	-7.8	0.9
COc1cc(CN2C[C@@H](CO)O[C@@H](n3cnc4c(NC(C)C)ncnc43)C2)cc(OC)c1OC	1.6	·	-1.2	·	3.1	5.8	-1.7
CC(C)CC#Cc1ccc([C@H]2[C@H](CO)N3CCCCN(C(=O)NC4CCCC4)C[C@@H]23)cc1	-21.2[16.7 µM]	7.6	-1.5	17.5*	4.2	-1.7	2.4
Cc1ccc(-c2nnc3sc(CCc4ccccc4)nn23)cc1	-1.1	-3.3	·	·	23.3	·	9.6
COCC(=O)N(C)C[C@H]1Oc2cc(-c3cccnc3)ccc2S(=O)(=O)N([C@H](C)CO)C[C@H]1C	-21.0[16.7 µM]	-5.5	3.3	3.5	-22.0	5.3	-3.1
CCn1c(C)nnc1SCC(=O)NC1CCCC1	2.9	-15.3	-3.1	0.5	10.7	1.1	-1.2
C[C@H](O)C#Cc1cnc2c(c1)C(=O)N([C@H](C)CO)C[C@@H](C)[C@H](CN(C)C(=O)c1ccccc1)O2	-0.6[16.7 µM]	0.5	-0.8	-0.3	41.1	-3.8	-2.5
COc1ccccc1C#Cc1ccc([C@H]2[C@@H](C#N)N(C(=O)C3CCCCC3)[C@H]2CO)cc1	·	24.9	-6.2	1.1	-294.0	0.9	-0.1
Cc1ccc(-c2csc(NC(=O)c3c(C)noc3C)n2)cc1	·	·	0.1	-2.9	-9.2	-4.1	33.9
NC(=O)COc1ccc(C2c3c(oc4ccccc4c3=O)C(=O)N2CC2CCCO2)cc1 (stereo not drawn)	0.3	2.7	10.9	·	-14.5	·	6.9
Cn1ccc(-c2ccccc2)c(C#N)c1=O	-2.1	-2.5	-0.6	-7.3	2.5	-0.6	-11.4
Cc1ccccc1Cn1c(C)c(C(=O)NCC(C)C)sc1=O	-3.2	·	-2.1	·	-5.0	5.8	-0.1
CC(=O)Oc1ccc2nc(/C=C/c3ccc(C=O)cc3)oc(=O)c2c1	-1.5	12.1	-2.7	3.7	3.6	-1.8	-4.9
O=C(NC1CC1)C1=C[C@@H](c2coc3ccccc3c2=O)C[C@@H](OCc2ccc(CO)cc2)O1	0.7	-3.8&-1.8	4.9&0.8	-1.9&-2.3	-5.5	0.5&-1.0	5.8
COCCNC(=O)c1cc2c(s1)-c1ccc(Cl)cc1SC2	-4.1	11.6	0.0	3.2	-11.3	5.4	31.6
CC(C)c1nnc(NC(=O)CCCCCN2C(=O)C3C4C=CC(C4)C3C2=O)s1 (stereo not drawn)	-3.8	2.1	-1.0	2.9	-4.4	3.9	6.4
CO[C@H]1CC[C@@H]2CCOc3ccc(C#N)cc3C(=O)N(C)[C@H](C)C(=O)N(C)C[C@@H]1O2	·	10.6	4.1	-8.2	0.9	18.4	-1.1
COc1ccc(C(CNC(=O)C2CCN(S(=O)(=O)c3ccc(F)cc3)CC2)N(C)C)cc1 (stereo not drawn)	-3.0	-6.4	-1.2	-3.1	2.1	0.2	23.7
Cc1nc(SCc2nc3c(C)cccc3[nH]2)c2oc3ccccc3c2n1	-0.4	-0.7	1.9	·	12.4	6.0	1.8
Cc1noc(C)c1NC(=O)Nc1ccc2c(c1)C(=O)N([C@H](C)CO)C[C@H](C)[C@@H](CN(C)Cc1ccc(C(=O)O)cc1)OCCCC[C@H](C)O2	10.8[16.7 µM]	-6.1	2.6	·	-40.9	·	2.0
CN(C[C@H](c1ccccc1)N(C[C@H](Cc1ccccc1)N(CCc1ccccc1)N=O)N=O)N=O	·	1.8	-0.1	1.4	-20.4	2.3	-15.3
C/C(CC(=O)Nc1ccccc1F)=N\NC(=O)Cc1ccc(Cl)cc1	·	0.6	·	5.0	·	-1.7	·
COc1cc(NC(=O)c2ccc(=O)[nH]n2)cc(OC)c1OC	-6.1	-0.1	0.0	-1.2	-2.8	0.2	-11.5
CC(Oc1ccc(Br)cc1)C(=O)N1CCN(c2ccccn2)CC1 (stereo not drawn)	-4.3	1.2	-8.9	-1.4	·	1.7	·
COC(=O)c1c(NC(=O)CSc2nnc3ccccn23)sc2c1CCC2	-9.1	-4.4	-3.6	1.8	5.2	-2.8	1.1
CCC1CCCCN1CCCNS(=O)(=O)c1ccc2c(c1)oc(=O)n2C (stereo not drawn)	·	0.9	-1.3	-1.1	5.0	-14.7	-1.0
CCn1c(CNC(=O)COc2c(C)cccc2C)nnc1SCC(=O)Nc1nccs1	-3.9	-3.3	·	·	3.9	·	-5.5
CCc1ncc(CN2CCCCC2C(=O)Nc2ccc(Oc3ccccc3)nc2)cn1 (stereo not drawn)	·	1.7	1.2	0.0	·	6.6	·
Cc1csc2nc(CSc3nncn3-c3ccccc3)c(Br)n12	6.7	-2.2	-1.6	·	2.8	·	7.9
C[C@H]1CN([C@@H](C)CO)C(=O)c2cc(NS(=O)(=O)c3cccs3)ccc2O[C@H]1CN(C)S(=O)(=O)c1ccc(F)cc1	9.4[16.7 µM]	-0.1	0.8	-0.9	·	20.7	3.4
CCOc1c(Cl)cc(/C=C/C(=O)N(CC)CC(=O)NCc2cccs2)cc1OC	4.2	-4.8	-1.7	-3.7	-11.5	-1.3	·
COc1cccc(NC(=O)N[C@H]2C=C[C@H](CC(=O)Nc3ccc(-c4ccccc4)cc3)O[C@@H]2CO)c1	·	-9.3	1.4	·	-91.1	6.0	11.2
CCOc1cc2[nH]c(=S)n(CCN3CCCCC3CC)c(=O)c2cc1OCC (stereo not drawn)	-21.0	0.1	4.9	·	·	·	-1.1
CCOC(=O)/C(=N/Nc1ccc(OC)cc1)Sc1nnc(CCc2ccccc2)n1-c1ccccc1	·	0.9	·	21.5*	·	-2.0	·
COCc1c(C(=O)N2CCN(CCOc3ccccc3)CC2)oc2ccccc12	·	-18.5	1.4	-1.3	5.9	0.5	4.3
CCc1ccc(-n2c(SCC(=O)NC3CCS(=O)(=O)C3)nc3ccccc3c2=O)cc1 (stereo not drawn)	7.9	-3.8	-1.8	1.6	-6.1	-5.0	-2.0
